From PubChem
ALOX15 inhib: 15-hLO (ALOX15) enzyme inhibition. purified 15hLO-1, xylenol orange hydroperoxide absorbance. Potency, µM (highest dose often 57.1 µM), for the others: at the highest dose activity change, negative = inhibition, usual class: inhibitors. 74,000 tested, 1.4% active; further: potency means the concentration at half of the fitted maximal effect; on the % scale 0 is the no-effect control and ±100 the full control effect; nearly all actives have a fitted effect of over 55% in size
Target sequence (P16050 whole entry, looked up): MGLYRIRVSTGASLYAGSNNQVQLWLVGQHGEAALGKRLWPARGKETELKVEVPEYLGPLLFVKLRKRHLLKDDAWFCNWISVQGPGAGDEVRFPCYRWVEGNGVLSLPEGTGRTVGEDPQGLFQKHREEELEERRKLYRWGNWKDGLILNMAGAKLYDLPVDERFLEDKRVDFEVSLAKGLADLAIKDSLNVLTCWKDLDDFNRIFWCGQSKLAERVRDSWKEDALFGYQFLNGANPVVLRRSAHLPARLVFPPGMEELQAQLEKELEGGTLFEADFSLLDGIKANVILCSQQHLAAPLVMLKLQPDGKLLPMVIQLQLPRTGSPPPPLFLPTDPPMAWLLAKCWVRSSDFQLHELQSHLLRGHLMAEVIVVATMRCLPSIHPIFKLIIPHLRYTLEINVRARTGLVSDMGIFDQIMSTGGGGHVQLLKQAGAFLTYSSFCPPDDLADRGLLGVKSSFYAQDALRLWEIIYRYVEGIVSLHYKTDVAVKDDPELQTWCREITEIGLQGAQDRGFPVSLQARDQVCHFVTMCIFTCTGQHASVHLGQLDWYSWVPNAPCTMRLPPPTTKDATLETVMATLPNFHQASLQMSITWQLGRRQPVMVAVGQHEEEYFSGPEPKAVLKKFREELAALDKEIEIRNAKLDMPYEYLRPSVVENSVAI
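Purified human 15hLO-1 (40 nM final) in 25 mM Hepes pH 7.5, 0.01% Triton X-100 was preincubated with compound 15 min at room temperature, then reacted 6 min with 50 uM arachidonic acid; hydroperoxide detected by Fe-XO, 573/405 nm absorbance ratio.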
Epigenetic mod: epigenetic modulators derepressing GFP locus in mouse cells; 68,000 tested, 0.09% active; Potency, µM (series often up to 46.1 µM), inactives show at the highest dose GFP derepression (activation); mouse C127i GFP locus derepression, cytometry, 30 h; AID 597; further: % of control where 0% means no effect
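Locus derepression in mouse mammary C127i cells whose integrated CMV-GFP reporter is normally silent; GFP expression after 30 h compound treatment was quantified by counting fluorescent cells.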
Rhodamine fluor: compound autofluorescence in rhodamine spectral region | max dye-equivalent concentration, M | Rhodamine-region fluorescence, 547/598 nm, Tris buffer; stronger effect = higher value | 59,000 tested, 0.05% active; in the data active means max dye-equivalent concentration above about 11 nM; inconclusive means between about 1.1 nM and that limit
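Intrinsic compound fluorescence, ex 547 / em 598 nm, CCD imager. Tris 100 mM pH 8.0; 15 min RT. Output = rhodamine dye-equivalent concentration at each compound concentration.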
UbGFP stabilizer: ubiquitin-GFP accumulation via proteasome inhibition | Potency, µM (doses to about 45.9 µM), for inactives: at the top dose activation (GFP accumulation), usual class: activators | 67,000 tested, under 10 active | Ubiquitin-GFP reporter cells, proteasome inhibition, GFP fluorescence; response scale: untreated = 0%, 10 µM MG-132 = 100%; active means well fitted activation curve with a large enough effect, not every such curve was filed as active; inconclusive means small, poorly fitted or top-dose-only effect, or another doubt; inactive means no such curve, though single readings can be large or run the other way; further: potency means the concentration at half of the fitted maximal effect
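Proteasome blockade was scored as a rise in GFP-expressing U2OS cells carrying a ubiquitin(G76V)-GFP construct, imaged after 4 hr compound treatment at 37 °C across a 46 uM–2.9 nM series.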
Hsp90 Hop PPI: changes Hsp90-Hop TPR2A binding signal, up or down; AlphaScreen TPR2A-His6 binding biotin-Hsp90 C-terminal peptide; Potency, µM (doses to about 57 µM), for inactives: at the top dose activity change, negative = inhibition; 71,000 tested, 0.44% active; active means well fitted curve in either direction with a large enough effect; inconclusive means small, poorly fitted or top-dose-only effect, or another doubt; further: potency means the concentration at half of the fitted maximal effect; on the % scale 0 is the no-effect control and ±100 the full control effect; many of its hits are not listed in these tables
4-MU autofl: compound fluoresces in the 4-MU spectral region; compound autofluorescence, 340/450 nm, 4-MU equivalents; stronger effect = higher value; max dye-equivalent concentration, M; 59,000 tested, 11% active; in the data active means max dye-equivalent concentration above about 10 nM; inconclusive means mostly about 1.1 nM to 9.6 nM
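Intrinsic fluorescence at 340/450 nm (ex/em) was read after 15 min at room temperature in pH 8.0, 100 mM Tris. Each compound concentration expressed as 4-MU-equivalent concentration from a six-point 4-MU standard series on each plate.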
Fluorescein fluor: compound fluoresces in the fluorescein spectral region; Compound autofluorescence, 480/540 nm, fluorescein-equivalent; stronger effect = higher value; max fluorescein-equivalent concentration, M; 59,000 tested, 0.91% active; AID 593; in the data active means max fluorescein-equivalent concentration above about 10 nM; inconclusive means between about 1.1 nM and that limit
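Tris 100 mM pH 8.0; 15 min RT; CCD read, ex 480/em 540 nm. Output: fluorescein-equivalent concentration per compound concentration, from six-point dye series on each plate.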
TexasRed autofl: Texas Red region autofluorescence; Compound fluorescence, Texas Red channel, 547/618 nm; stronger effect = higher value; max dye-equivalent concentration, M; 59,000 tested, 0.06% active; AID 587; in the data active means max dye-equivalent concentration above about 10 nM; inconclusive means between about 1.1 nM and that limit
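Pin-transferred compounds and Texas Red standards go into 100 mM Tris buffer, pH 8.0. After 15 min at room temperature, plates are imaged with 547/618 nm filters. Each value is a dye-equivalent concentration derived from the per-plate dye curve.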
HADH2 inh: HADH2 (human) dehydrogenase inhibition; AID 886; Q99714; Potency, µM (doses to about 57.1 µM), for the others: top-dose activity change, negative = inhibition, hits mostly inhibitors; 73,000 tested, 3.4% active; recombinant HADH2, NADH fluorescence, beta-hydroxybutyryl-CoA; further: potency means the concentration at half of the fitted maximal effect; on the % scale 0 is the no-effect control and ±100 the full control effect; nearly all actives have a fitted effect of over 60% in size; many of its hits are not listed in these tables
Target sequence (Q99714 whole entry, looked up, one chain of several): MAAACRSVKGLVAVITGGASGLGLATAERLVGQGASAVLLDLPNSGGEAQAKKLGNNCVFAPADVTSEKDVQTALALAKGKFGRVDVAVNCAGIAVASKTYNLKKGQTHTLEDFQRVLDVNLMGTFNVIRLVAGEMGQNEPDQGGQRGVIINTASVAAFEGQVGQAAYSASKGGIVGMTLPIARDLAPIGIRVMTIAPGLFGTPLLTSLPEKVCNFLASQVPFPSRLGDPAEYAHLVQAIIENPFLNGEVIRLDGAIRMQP
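NADH fluorescence (ex 360/em 450 nm) read every 30 s for 4 min; activity taken as last-minus-first time point difference. Enzyme 20 nM, NAD+ 1 mM, beta-hydroxybutyryl-CoA 90 uM, pH 9.0 Tris buffer.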
HBB splice mod: alters splicing of the hemoglobin beta chain; HBB splicing reporter cell assay, activation; EGFP reporter with mutant IVS2-654 intron; response scale: normalised to 500 nM splice-correcting PNA; Potency, µM (doses to about 46.1 µM), for inactives: top-dose activation, most hits filed as activators; 65,000 tested, 0.06% active; AID 925; further: potency means the concentration at half of the fitted maximal effect; 0% is about no effect
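Compounds were applied for 2 days to HeLa EGFP-654 cells, 500/well in Optimem with 2% FCS. The reporter's EGFP is disrupted by mis-splicing of beta-globin intron IVS2-654. Readout: summed well GFP fluorescence from 488 nm laser scanning; reference was 500 nM antisense […] 654 PNA.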
DNA Pol III inh: DNA polymerase III holoenzyme inhibition | reconstituted DNA polymerase III holoenzyme replication, biochemical | Potency, µM (series often up to 57.1 µM), without a hit: top-dose activity change, negative = inhibition | 71,000 tested, 0.25% active; further: potency means the concentration at half of the fitted maximal effect; on the % scale 0 is the no-effect control and ±100 the full control effect
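Reconstituted *E. coli* holoenzyme (0.35 nM Pol III, 1 nM beta, 154 nM SSB, 2 nM primase) was preincubated with compound for 15 min at RT. Synthesis on 1.4 nM ssM13Gori ran 35 min, then was stopped with PicoGreen/EDTA and read as dsDNA fluorescence.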
The depositor's hits bear a star; i = inactive; ? = inconclusive; . = not tested or not shown; [ ] = another dose, or the depositor's remark. Unless noted, the call rests on the fitted dose curve; in most records, active means well fitted curve in the direction sought with a large enough effect; inconclusive means small, poorly fitted or top-dose-only effect, or another doubt; inactive means no such curve, though single readings can be large; an effect the other way counts as inactive or inconclusive. These rows are one share of the data. The share of hits here may be higher or lower than overall.

SMILES	ALOX15 inhib	Epigenetic mod	Rhodamine fluor	UbGFP stabilizer	Hsp90 Hop PPI	4-MU autofl	Fluorescein fluor	TexasRed autofl	HADH2 inh	HBB splice mod	DNA Pol III inh
Nc1ccn([C@H]2O[C@H](CO)[C@@H]3[O][Sn]([c]4ccccc4)([c]4ccccc4)[O][C@H]32)c(=O)n1	-2.0%[11.4 µM]	2.3%[9.22 µM]	i	1.8%[9.17 µM]	-1.0%[11 µM]	i	i	i	2.8%[11.4 µM]	-0.3%[9.22 µM]	3.9%[11.4 µM]
COc1cc(N)c(Cl)cc1C(=O)NC1CCN(Cc2ccccc2)CC1	1.9%	1.0%[20.6 µM]	i	9.7%[20.5 µM]	-3.6%[26 µM]	i	?	i	-5.6%[25.6 µM]	2.6%[20.6 µM]	-7.0%[25.6 µM]
COc1ccc(C)cc1S(=O)(=O)Nc1cccnc1	1.8%	-0.2%	i	-0.9%	0.2%	i	?	?	19.9%	-1.3%	-6.3%
CC(=O)Oc1ccc(C(=O)O)cc1OC(C)=O	-38.4%	-1.3%	i	3.5%	?	i	?	i	-7.6%	-4.0%	6.0%
O=S(=O)(c1ccc2oc3ccc(S(=O)(=O)N4CCCC4)cc3c2c1)N1CCCC1	1.5%	2.1%	i	0.1%	2.2%	i	i	i	12.2%	-0.8%	5.6%
CCOC(=O)C1CCN(CC(O)COc2ccc(C(C)(C)CC)cc2)CC1 (stereo unspecified)	-3.5%	10.4%	i	0.0%	-1.6%	i	i	?	-6.4%	1.9%	-2.5%
COC(=O)C1=CN(C2CC2)C=C(C(=O)OC)C1c1ccccc1OC	10.2%	1.0%	i	-1.9%	15.0%	9.24e-06M*	i	i	25.1µM*	0.0%[57.5 µM]	-8.3%
CCN1CCN(Cc2ccc(NC(=O)Nc3ccc(OC)cc3)cc2)CC1	-8.1%	.	.	7.4%	-2.2%[2.3 µM]	.	.	.	4.9%	0.7%	-9.8%
CCC(CC)C(=O)NCc1ccc2c(c1)cc(C)n2C	-9.4%	0.0%	i	-1.9%	-2.5%	i	?	i	2.9%	0.0%	-4.3%
CCOC(=O)Cc1nnc(NC(=O)CSc2nncn2C)s1	11.4%[11.4 µM]	0.0%	.	4.0%[9.17 µM]	-3.3%[11 µM]	.	.	.	-1.4%[11.4 µM]	-1.7%[0.0738 µM]	2.2%[11.4 µM]
COc1ccc(S(=O)(=O)N2CCCN(CC(=O)Nc3cc(NC(C)=O)ccc3OC)CC2)cc1	4.3%	0.0%	i	-9.3%	1.0%	i	?	i	1.2%	-1.0%	-5.5%
O=C(NC1CCCCC1)c1ccc(S(=O)(=O)NCc2ccco2)cc1	-2.4%	0.2%	i	1.7%	-4.4%	i	i	i	0.3%	3.1%	-2.4%
CCCCC(=O)Nc1ccc2c(c1)nc1n2CCSC1	5.2%	-2.1%	i	.	-10.8%	i	?	i	-19.0%	4.5%[0.369 µM]	-1.5%
O=C(O)Cc1[nH]cnc1C(=O)O	2.9%[11.4 µM]	-3.2%[9.22 µM]	i	-7.7%[9.17 µM]	-14.9%[11 µM]	i	i	i	?	-0.6%[9.22 µM]	-10.6%[11.4 µM]
CC(=O)N(c1ccc(C(C)C)cc1)C1C=CS(=O)(=O)C1 (stereo unspecified)	7.3%	5.2%	i	15.1%	-0.9%	i	i	i	?	-1.5%	-4.0%
CCN(CCNC(=O)C1CCCN(S(=O)(=O)c2cnc[nH]2)C1)c1ccccc1 (stereo unspecified)	7.1%	.	.	0.0%	-2.7%[2.3 µM]	.	.	.	-2.4%	-0.2%	-6.5%
Cc1cc(=O)[nH]c(-c2ccccc2O)n1	6.9%	-2.2%	.	16.8%	2.5%	.	.	.	-10.8%	-0.7%[9.22 µM]	-6.0%
Cc1ccccc1-n1c(=O)cc(N2CCc3ccccc3C2)[nH]c1=O	10.4%	4.2%	i	-14.1%	-1.0%	i	i	i	-7.7%	-1.9%	-5.5%
CCN(CCCNC(=O)C1CCC(=O)N1C1CCCC1)c1cccc(C)c1 (stereo unspecified)	-0.5%	2.1%	i	-15.1%	-6.3%	i	i	i	2.6%	-2.1%	-4.8%
O=C(CC(c1ccccc1O)N1CCCCC1)N1CCCCC1 (stereo unspecified)	1.9%[11.4 µM]	-1.5%	.	0.0%[9.17 µM]	2.6%[11 µM]	.	.	.	7.9%[11.4 µM]	0.9%[0.0738 µM]	-1.4%[11.4 µM]
Cc1ccccc1NC(=O)CN1C(=O)COc2ccc(Cl)cc21	-21.8%	.	.	-1.0%	-0.4%	.	.	.	4.3%	0.6%	-5.9%
O=C(CN1CCOc2ccccc21)N1CCC(Cc2ccccc2)CC1	-9.3%	-1.6%	.	-1.3%	-11.8%	.	.	.	-5.8%	-0.9%	0.5%
O=C(Nc1ccncc1)c1cncc(Br)c1	-1.5%	-5.3%	i	0.7%	2.9%	i	i	i	-3.1%	4.0%	0.4%
Cn1c(=O)c2c(nc(NCCc3ccccc3)n2Cc2ccccc2)n(C)c1=O	-28.9%	2.9%	i	1.5%	-8.0%	i	i	i	5.5%	-2.2%	-2.9%
CCCCNC(=O)NS(=O)(=O)c1ccc(C(=O)OC(C)C)o1	-1.0%	0.0%	i	1.1%	-6.7%	i	i	i	-2.5%	.	-2.0%
CC(=O)NCC(=O)OCC(=O)Nc1ccc(C(C)=O)cc1	6.1%	-1.0%	i	1.0%	0.4%	i	?	i	6.7%	-5.9%	-3.8%
c1ccc(Cn2nnc3c(N4CCc5ccccc5C4)ncnc32)cc1	7.7%	2.3%	i	-0.8%	?	i	i	i	3.1%	.	-3.7%
COc1cc(-c2c(C#N)c(=O)[nH]c3c2c(C)nn3-c2ccccc2)ccc1O	-4.2%	0.0%	i	-0.9%	0.0%	2.22e-08M*	i	i	-11.3%	-1.4%[0.369 µM]	-6.2%
CCCC(=O)Nc1ccc(N2CCN(C(=O)c3ccccc3C)CC2)cc1	4.6%	0.0%	i	-2.6%	-5.5%	i	?	i	0.4%	-2.3%	-5.5%
Cc1noc(C(=O)Nc2c(C)nn(Cc3ccccc3)c2C)c1Cl	3.6%	-5.7%	.	-12.5%	0.2%	.	.	.	6.7%	-0.7%	-0.2%
CCOC(=O)c1ccc(N2C(=O)C(C)=C(C)C2=O)cc1	7.3%	1.1%	i	4.3%	-3.0%	i	?	i	-1.5%	-0.9%	-3.2%
COc1ccccc1OCCn1c(CO)nc2ccccc21	2.6%	3.7%	i	.	-1.7%	i	i	i	2.0%	3.0%[0.369 µM]	-1.4%
CC1CC(=O)C=C(O)C1C(=O)OC(C)(C)C (stereo unspecified)	0.5%	0.5%	i	-2.9%	-3.8%	i	i	i	4.8%	-1.3%	-3.6%
Cc1conc1NC(c1cccs1)c1ccc2cccnc2c1O (stereo unspecified)	?	6.5%	i	-5.0%	25.1µM*	1.7e-08M*	i	i	-2.5%	-5.5%[0.369 µM]	8.5%
Cn1c(-c2ccc(Br)o2)nc2cc(Br)ccc21	?	2.1%	i	.	-12.4%	i	i	?	-4.1%	1.3%[0.369 µM]	-5.6%
COc1ccc(-c2cc3nc4c(c(N5CCC6(CC5)OCCO6)n3n2)CCCC4)cc1	2.3%	1.6%	i	0.3%	9.6%	1.3e-07M*	i	i	?	0.5%[57.5 µM]	-2.2%
Cc1cc(N2C(=O)C(=O)/C(=C(/O)c3ccccc3)C2c2cccs2)no1 (stereo unspecified)	.	-3.8%[20.6 µM]	i	.	.	i	i	i	.	.	.
CCOC(=O)CCNC(=O)Nc1ccc2nc(C)n(Cc3ccccc3Cl)c(=O)c2c1	4.1%	-1.2%	i	-2.3%	1.4%	i	i	i	-9.5%	-0.4%[57.5 µM]	0.6%
CCN(CC)Cc1c(C(=O)OC)nnn1-c1nonc1N	-0.5%	1.1%	i	5.8%	0.7%	i	i	i	6.0%	0.9%	0.4%
Cc1nc2c3c(-c4ccccc4)c(-c4ccccc4)oc3ncn2n1	5.1%	0.0%	i	.	-2.3%	1.29e-08M*	i	i	-2.0%	3.0%[0.369 µM]	-3.4%
CC(C)Cn1c(=O)c2ccccc2c2ccccc2c1=O	-11.6%	2.6%	i	-3.5%	21.0%	i	i	i	8.7%	-0.2%	3.5%
Cc1ccc(-c2n[nH]c(=O)c3ccccc23)cc1S(=O)(=O)NCCN1CCOCC1	.	-3.8%[20.6 µM]	i	.	.	i	?	i	.	.	.
Clc1ccc(Cc2noc(Cc3ccccc3)n2)cc1Cl	-9.7%	0.0%	i	7.9%	-2.4%	i	i	i	-9.0%	-2.5%	2.0%
